Growth percent in the NCI-60 one-dose screen (48 h, 10 µM unless noted): 100 = growth as untreated, 0 = no growth, -100 = all killed.
MALME-3M – MALME-3M melanoma | hit rate 5.8% among 78,000 | AID 1794766
T-47D – T-47D breast cancer; hit rate 5% among 79,000; AID 1794792
MCF7 – MCF7 breast cancer; hit rate 6.3% among 82,000; AID 1794796
HS 578T – HS 578T breast cancer; hit rate 4.1% among 78,000; AID 1794788
MDA-MB-231 – MDA-MB-231 breast cancer | hit rate 5% among 81,000
LOX IMVI – LOX IMVI melanoma; hit rate 7.4% among 79,000; AID 1794757
MDA-MB-468 – MDA-MB-468 breast cancer. hit rate 8.5% among 78,000. AID 2202374
BT-549 – BT-549 breast cancer; AID 1794793; hit rate 4.4% among 78,000
Starred values were filed as active, the others as inactive; . = not tested or not shown; & = joins results of further samples; ! = not active in a repeat. How the source made its calls: active means growth percent below 10; inactive means the rest.

structure	T-47D	MCF7	BT-549	MDA-MB-231	LOX IMVI	MALME-3M	HS 578T	MDA-MB-468
CC(C)(C)n1cc(-c2ccnc(NCCCNS(=O)(=O)c3ccccc3)n2)c(-c2ccc(F)c(O)c2)n1	76.8	102.4	91.6	106.3	90.3	92.1	111.2	97.7
CCCOc1ccc(C(N)=S)cc1	110.0	85.8	114.5	113.8	104.6	114.9	106.4	111.3
C/C(=C\C=C\[C@H](C)CC(=O)O)[C@H](O)[C@H](C)C(=O)O[C@H]1C[C@H](C)[C@H](O)c2ccc(C)c(C)c21	63.6	92.5	99.2	95.6	85.5	79.7	89.4	104.7
C=CC1(O)CCCCC1	111.4	93.8	111.6	107.1	106.4	95.7	.	84.4
CCCCOC(=O)CSC#N	.	96.5	110.0	.	99.4	96.9	99.2	81.7
C=CCn1c(SCC(=O)Nc2ccc(C(=O)/C=C/c3ccc(Cl)cc3)cc2)nnc1-c1cc(-c2ccc(S(C)(=O)=O)cc2)nc2ccccc12	78.7	64.2	88.0	84.8	94.1	94.9	93.6	95.4
CC(C)(c1cc(Br)c(O)c(Br)c1)c1cc(Br)c(O)c(Br)c1	104.4	98.0	104.4	109.4	97.6	116.4	89.3	114.2
Cc1cccc(/C=C2\N=C(c3ccccc3)N(c3ccc(S(N)(=O)=O)cc3)C2=O)c1	85.2	82.1	.	96.7	99.0	82.7	76.1	99.2
Cc1cc(C(=O)Nc2ncc(Cc3ccc(F)cc3)s2)c(C)o1	42.8	26.9	68.8	61.9	40.5	63.3	70.8	59.6
CC(=O)NC[C@H]1CN(c2ccc(N3CCSCC3)c(F)c2)C(=O)O1	97.7	105.4	150.4	90.6	108.3	98.0	102.7	.
COC(=O)c1cc(-c2ccc(C)cc2)c(C#N)c(N)c1C#N	117.2	96.7	94.4	103.9	93.3	104.9	100.4	118.5
C(CCSC1=NCCN1)CSC1=NCCN1	95.5	86.3	98.2	109.2	100.0	118.4	124.8	120.1
COc1ccc2c(c1)oc1c(C)c3c(c(C)c12)C(=O)N(NCCO)C3=O	108.0	108.2	129.6	94.4	94.8	114.6	113.5	105.8
CC/C(=N/Nc1ccc([N+](=O)[O-])cc1[N+](=O)[O-])c1ccccc1	100.0	96.1	109.0	90.3	101.5	116.4	107.5	112.1
N#Cc1c(-c2ccc(F)cc2)c(C#N)c2c(C#N)c(N)nn2c1N	66.4	96.7	95.9	102.0	89.9	109.5	98.0	83.5
O=C1OC(c2cc(I)c(O)c(I)c2)(c2cc(I)c(O)c(I)c2)c2ccccc21	83.0	102.6	104.7	102.5	93.8	122.3	83.9	90.4
Cc1cc(-c2ccc(N(C)C)cc2)c2sc(=O)[nH]c2n1	67.6	28.4	74.6	71.4	51.6	71.1	48.1	80.0
O=C(CCN1CCCCC1)c1cccs1	118.4	94.7	.	119.5	94.5	100.9	.	104.7
COc1cc(/C=C/C(=O)c2ccc(NC(=O)CSc3nnc(-c4cc(OC)c(OC)c(OC)c4)o3)cc2)cc(OC)c1OC	73.1	59.4	75.2	85.7	91.4	98.0	91.0	97.3
C=C1C(=O)O[C@H]2[C@H]1CC/C(COC(=O)c1cccnc1N)=C\CC[C@@]1(C)O[C@@H]21	50.7	8.0*	-37.2*	-9.3*	7.5*	-4.0*	28.9	14.8
CSc1nc2nc3c(nc2c(=O)n1C)C(=O)CCC3	99.6	84.7	120.4	107.8	103.5	108.9	97.0	105.2
O=C(Oc1ccccc1C1N(c2ccc(Cl)cc2)C(=O)C1(c1ccccc1)c1ccccc1)C(c1ccccc1)c1ccccc1 (stereo unspecified)	90.3	105.9	102.0	99.1	95.4	92.1	116.3	.
COc1ccc(-n2nnnc2-c2cn[nH]c2C(F)(F)F)cc1	77.8	111.0	85.5	83.4	95.6	106.5	101.5	.
COc1cccc(-c2nc(N)n(-c3nc4ccccc4s3)n2)c1	103.1	82.9	105.1	94.3	98.2	93.5	99.1	100.6
O=C(CN1CCOCC1)Nc1cccc(-c2cc3ccccc3[nH]2)c1	78.0	89.9	90.3	89.1	95.0	97.5	93.2	96.8
COc1ccc(NCc2ccc(CO)n2-c2ccc(C)cc2)cc1	85.0	91.5	81.5	98.5	93.3	99.9	94.8	100.9
Cc1ccc(S(=O)(=O)c2nc(S(=O)(=O)c3ccc(C)cc3)c(NC(C)C)s2)cc1	85.4	80.8	98.3	80.7	87.8	98.3	88.1	69.6
O=C(c1ccccc1)C(CN1CCCCC1)c1ccccc1 (stereo unspecified)	34.9	0.4*	83.8	22.6	-94.9*	-3.9*	.	-29.1*
Clc1cccc(Cl)n1	102.7	105.7	104.6	109.1	103.4	124.8	130.3	.
N#Cc1c(-c2ccccc2)nc(SCC2CO2)nc1N1CCOCC1 (stereo unspecified)	15.4	44.8	11.4	71.4	76.6	25.7	50.0	55.9
Cc1ccc(C(=O)CSc2nnc3sc(Nc4ccc(C#N)cc4)nn23)cc1	77.0	96.8	87.8	87.6	98.5	108.5	97.0	102.0
CN(C)c1ccc(/C=C/c2nc(Nc3ccc(Cl)cc3)c3ccccc3n2)cc1	81.9	73.6	95.2	86.0	57.8	94.9	94.2	110.3
Nc1cc2c(cc1Cl)-c1ccc(Cl)cc1C2=O	59.6	42.1	100.4	82.5	95.1	.	97.3	86.1
CCCCNC(=O)NOC1OC(CO)C(O)C(O)C1O (stereo unspecified)	86.3	106.7	107.0	101.4	98.2	112.2	109.0	.
CCCCN1CCN(c2ccc3nc(-c4ccc5nc(-c6ccc(OCC)c(OCC)c6)[nH]c5c4)[nH]c3c2)CC1	39.9	-69.6*	-23.0*	-81.2*	-81.9*	9.4*	35.2	-77.8*
Cc1c(CN)cc(-c2ccc(Cl)cc2)n1-c1ccccc1	52.5	75.1	74.9	87.1	67.0	106.9	87.9	18.7
O=C(Nc1nc(-c2ccc(Cl)cc2)cc(-c2ccc(Br)cc2)n1)c1cccnc1	73.0	66.3	105.9	82.0	92.9	103.0	99.0	79.5
COCc1nc(NS(=O)(=O)c2ccc(N)cc2)nc(C)c1Br	96.1	103.2	105.7	106.3	94.1	94.6	111.9	99.1
CCCCOC(=O)C1C2CCC(O2)C1C(=O)OCC (stereo unspecified)	113.5	99.8	108.1	108.3	100.2	125.8	114.8	82.2
COC(=O)CC(C)CC(=O)O (stereo unspecified)	94.2	91.5	100.2	114.9	90.3	113.4	106.0	93.5
CN1CCN(c2ccc3c(c2)nc(NNC(=O)c2cnccn2)c2cccn23)CC1	-55.6*!	-39.1*!	41.2	-35.1*!	-43.8*!	-24.5*!	34.1&75.4	-42.2*
CCCCCCCCCCCCCCCCSC(=O)CCl	101.0	96.0	102.7	105.6	72.4	122.3	102.8	108.4
O=C(Nc1cnc2ccccc2c1)c1ccncc1	109.7	85.5	109.4	102.6	105.5	102.7	144.5	87.3
CNC(=O)CCN1CCN(CC/C=C2\c3ccccc3Sc3ccc(Cl)cc32)CC1	85.0	73.2	91.5	102.1	72.0	98.0	65.4	72.5
CC1(O)CC(CSC#N)OC(c2ccc(F)cc2)C1 (stereo unspecified)	91.7	94.5	99.1	89.4	100.9	101.5	71.0	75.9

Entries of single compounds from above. Values in the order: T-47D	MCF7	BT-549	MDA-MB-231	LOX IMVI	MALME-3M	HS 578T	MDA-MB-468
Results for O=C(Nc1cnc2ccccc2c1)c1ccncc1 = 109.7	85.5	109.4	102.6	105.5	102.7	144.5	87.3
Results for O=C(Nc1nc(-c2ccc(Cl)cc2)cc(-c2ccc(Br)cc2)n1)c1cccnc1 = 73.0	66.3	105.9	82.0	92.9	103.0	99.0	79.5
Results for Nc1cc2c(cc1Cl)-c1ccc(Cl)cc1C2=O = 59.6	42.1	100.4	82.5	95.1	.	97.3	86.1
Results for COC(=O)CC(C)CC(=O)O (stereo unspecified) = 94.2	91.5	100.2	114.9	90.3	113.4	106.0	93.5
Results for Cc1c(CN)cc(-c2ccc(Cl)cc2)n1-c1ccccc1 = 52.5	75.1	74.9	87.1	67.0	106.9	87.9	18.7

(more compounds)
structure	T-47D	MCF7	BT-549	MDA-MB-231	LOX IMVI	MALME-3M	HS 578T	MDA-MB-468
Cc1ccc2[nH]c(=O)cc(N/N=C\c3ccc(N(C)C)cc3)c2c1	79.7	76.9	86.3	85.5	103.1	106.9	84.4	92.9
OC(C[n+]1ccccc1)c1ccccc1 (stereo unspecified)	96.4	111.2	111.4	114.1	99.1	119.3	109.8	78.3
Cn1c(=N)oc(=O)c2ccccc21	96.0	97.2	112.5	105.0	97.4	101.8	96.2	103.0
COc1cc(NS(C)(=O)=O)ccc1N	102.1	94.2	113.9	116.7	101.2	117.7	103.8	.
CCn1cc(-c2ccnc(NCCCNS(=O)(=O)c3ccc(Cl)cc3)c2)c(-c2cccc(O)c2)n1	77.6	87.3	116.4	118.5	108.4	77.9	85.7	84.3
N#CC1=C(Nc2ccccc2)c2nc3ccccc3c(=O)n2C1	105.6	98.8	118.7	86.5	95.4	101.3	112.1	.
O=[N+]([O-])c1cccc(-c2nc3ccccc3s/c2=N/O)c1	86.5	85.0	96.3	84.3	86.4	.	77.3	98.5
OCC(O)CNc1oc(-c2ccccc2)nc1[P+](c1ccccc1)(c1ccccc1)c1ccccc1 (stereo unspecified)	81.6	98.6	115.4	108.0	99.2	96.4	101.8	78.7
[N-]=[N+]=NCc1cccc(/C(O)=C/C(=O)C(=O)O)c1	86.6	98.6	112.5	88.4	92.6	91.5	82.6	.
CCOC(=O)Cc1c[nH]c2ccc([N+](=O)[O-])cc12	96.2	98.3	87.8	98.6	104.4	96.8	112.0	95.0
O=C1CSC(c2ccc(F)cc2)N1NC(=O)C(O)(c1ccccc1)c1ccccc1 (stereo unspecified)	90.0	110.3	101.7	105.8	89.9	100.3	99.9	.
CN1CCN(/N=C/c2cn(-c3ccc(C(=O)O)cc3)nc2-c2ccccc2)CC1	94.8	90.7	91.5	113.4	94.0	94.7	114.3	108.2
COc1ccc(Cn2cc3c(c2-c2ccccc2)CCc2cnc(N)nc2-3)cc1	74.1	101.7	.	90.1	96.6	216.6	104.7	106.2
CCN(C(=O)N1CCN(c2cc3c(cc2F)c(=O)c(C(=O)O)cn3C2CC2)CC1)c1nc(-c2ccc(C)cc2)cs1	25.5	6.1*	-11.3*	6.8*	7.4*	14.7	18.3	-0.7*
CC(C)OC(=O)Oc1ccc(Cl)cc1	107.6	92.9	101.0	89.9	102.3	109.3	113.2	107.5
COc1cc(/C(=C(\CC(=O)O)C(=O)O)c2ccc3c(c2)OCO3)cc(OC)c1OC	95.9	96.2	103.9	91.3	90.4	93.2	102.6	98.2
ClC1c2cccc3cccc(c23)C1Cl (stereo unspecified)	134.7	102.7	120.6	113.5	108.2	.	105.8	120.5
COc1cc(/C=C2\Cc3c(F)ccc(Br)c3C2=O)cc(OC)c1	100.4	62.5	107.0	99.2	.	96.6	101.3	86.7
C[C@]1(O)C(=O)[C@@]2(C)C[C@H](O)[C@@]3(F)[C@@H](CCC4=CC(=O)C=C[C@@]43C)[C@@H]2C[C@H]1O	111.2	103.0	100.9	95.1	101.1	105.3	121.7	114.9
O=C1c2cc(Cl)ccc2S(=O)(=O)c2c(NCCCNCCO)nc3ccccc3c21	-60.0*	-16.2*	21.7	-70.7*	-76.8*	-81.4*	-2.8*	-14.1*
O=C1N(CO)C2C(N1CO)N(CO)C(=O)N2CO (stereo unspecified)	100.9	99.9	90.0	113.5	93.4	125.7	118.9	102.4
Oc1ccccc1CN1CCN(C(c2ccccc2)c2ccccc2)CC1	96.3	95.6	104.7	98.2	94.3	111.7	113.2	100.7
COc1ccc(-c2nc(S(=O)(=O)c3ccc(C)cc3)c(S(=O)(=O)CC(=O)N(C)Cc3ccccc3)o2)cc1	-57.8*	7.7*	72.6	2.9*	-91.1*	16.7	67.2	-38.8*
COC(=O)CCC(=O)c1ccc2cc(OC)ccc2c1	97.5	96.4	99.1	103.9	97.5	94.4	105.0	92.9
COc1ccc(S(=O)(=O)NCCCNc2nccc(-c3c(-c4cccc(N)c4)nc4sccn34)n2)cc1	63.0	69.3	102.2	-61.7*	96.4	103.1	93.9	78.7
CC(CCC(=O)O)(c1ccc(O)cc1)c1ccc(O)cc1	111.0	88.8	96.3	113.4	93.9	72.5	93.4	82.9
COc1ccc(NC(=O)CSc2nnc(-c3ccc(-c4nc5ccc(Cl)cc5[nH]4)cc3)o2)cc1	75.9	42.2	4.0*	-30.2*	-33.3*	0.4*	24.7	86.2
COC(=O)C12C3C(=O)N(c4ccc(OC)cc4)C(=O)C3C(c3cn(-c4ccccc4)nc3C)N1[C@H](c1cn(-c3ccccc3)nc1C)[C@@H]1C(=O)N(c3ccc(OC)cc3)C(=O)[C@@H]12 (stereo partly specified)	102.1	101.9	112.6	108.2	.	107.6	105.8	97.4
COc1cc(NC(=O)c2sc3nc4c(cc3c2N)C(=O)CCC4)cc(OC)c1	83.0	77.1	82.4	95.9	94.8	63.7	95.1	58.0
CCN(CC)CCNC(=O)c1nc2cc(OC)c(OC)cc2c(=O)n1N	91.5	94.9	92.9	104.4	95.3	69.2	90.6	91.2
C=CCc1ccc(O)c(OC)c1	104.8&109.1	97.8&112.2	103.9	111.4&102.7	104.6&103.0	104.4&95.1	108.8&106.7	94.1&101.8
